PME-1 primary – PME-1 inhibitors via competitive probe labeling, primary screen, biochemical, fluorescence polarization, FP-Rh probe, HTS; recombinant PME-1; inhibition, % at 5.9 µM; Protein phosphatase methylesterase 1 (Homo sapiens), Q9Y570; 320,000 tested, 0.53% active; AID 2130, 2009;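 active = inhibition above the campaign mean of all compounds plus 3 SD, cut at about 26% in these data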;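 note: competitive labeling of PME-1 active site by serine hydrolase directed probe; 0% = PME-1 with DMSO and 100% = wells lacking PME-1 enzyme; inhibitors block probe labeling so polarization falls and inhibition rises; many of its hits are not listed in these tables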
Target sequence (Q9Y570 whole entry, looked up): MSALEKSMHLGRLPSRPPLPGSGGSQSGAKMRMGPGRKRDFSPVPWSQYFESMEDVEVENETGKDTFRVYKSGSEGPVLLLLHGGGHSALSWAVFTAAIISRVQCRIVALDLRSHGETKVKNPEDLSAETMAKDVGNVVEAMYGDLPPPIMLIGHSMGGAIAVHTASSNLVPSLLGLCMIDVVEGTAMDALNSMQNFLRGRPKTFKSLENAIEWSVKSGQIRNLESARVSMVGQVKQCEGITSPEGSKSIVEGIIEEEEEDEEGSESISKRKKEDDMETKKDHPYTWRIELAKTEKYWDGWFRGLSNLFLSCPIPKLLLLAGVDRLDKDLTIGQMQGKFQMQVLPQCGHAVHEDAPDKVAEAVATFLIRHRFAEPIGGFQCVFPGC
LYPLA1 counter – LYPLA1 inhibitors, primary screen, counter-screen for PME1 inhibitor project, biochemical, fluorescence polarization, FP-Rh probe ABPP; AID 2174, 2009; 320,000 tested, 0.16% active; inhibition, % at 5.9 µM; Acyl-protein thioesterase 1 (Homo sapiens), O75608; recombinant LYPLA1;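 active = inhibition above the mean of all tested compounds plus 3 SD, set per campaign, cut at about 14% in these data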;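 note: inhibitors block serine hydrolase probe labeling of LYPLA1 so polarization falls; 0% = enzyme with DMSO and 100% = wells lacking LYPLA1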
PAD4 FP inh – human PAD4 inhibitors, primary screen, biochemical, fluorescence polarization, 1536-well format. Protein-arginine deiminase type-4 (Homo sapiens), Q9UM07. recombinant PAD4, RCA probe fluorescence polarization. inhibition, % at 6.36 µM. 330,000 tested, 0.41% active;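 active = percent inhibition above a cutoff equal to the mean of all tested compounds plus 3 SD, cut at about 15% in these data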;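 note: 0% = PAD4 with RCA probe and DMSO and 100% = probe without PAD4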
pPAFAH FP inh – pPAFAH enzyme inhibitors, primary screen, biochemical, fluorescence polarization, human; recombinant pPAFAH, FP-rhodamine probe fluorescence polarization; inhibition, % at 3.39 µM; 330,000 tested, 1.5% active;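 active = inhibition above the mean inhibition across the screen plus 3 SD, cut at about 25% in these data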;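 note: inhibitors block binding of the rhodamine activity-based probe so polarization drops; 0% = enzyme with DMSO and 100% = wells lacking pPAFAH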
Target sequence (Q13093 whole entry, looked up): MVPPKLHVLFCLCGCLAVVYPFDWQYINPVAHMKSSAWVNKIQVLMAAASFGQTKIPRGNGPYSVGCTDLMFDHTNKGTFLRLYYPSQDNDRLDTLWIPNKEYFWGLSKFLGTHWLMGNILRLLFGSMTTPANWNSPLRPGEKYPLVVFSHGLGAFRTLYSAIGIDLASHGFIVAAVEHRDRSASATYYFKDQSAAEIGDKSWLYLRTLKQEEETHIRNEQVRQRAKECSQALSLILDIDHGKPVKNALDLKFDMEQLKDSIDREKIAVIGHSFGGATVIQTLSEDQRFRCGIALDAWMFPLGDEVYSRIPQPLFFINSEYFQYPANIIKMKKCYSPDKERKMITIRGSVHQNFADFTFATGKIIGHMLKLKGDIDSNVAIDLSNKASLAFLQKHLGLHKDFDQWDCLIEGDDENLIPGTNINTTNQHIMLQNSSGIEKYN
PAFAH1B2 inh – PAFAH1B2 enzyme inhibitors, primary screen, biochemical, fluorescence polarization, human. recombinant PAFAH1B2, FP-rhodamine activity probe. inhibition, % at 3.39 µM. 340,000 tested, 1.2% active. AID 492953, 2010;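 active = inhibition above the mean of all tested compounds plus 3 SD, cut at about 24% in these data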;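 note: 0% = enzyme with DMSO and 100% = wells lacking PAFAH1B2; many of its hits are not listed in these tables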
Target sequence (P68402 whole entry, looked up): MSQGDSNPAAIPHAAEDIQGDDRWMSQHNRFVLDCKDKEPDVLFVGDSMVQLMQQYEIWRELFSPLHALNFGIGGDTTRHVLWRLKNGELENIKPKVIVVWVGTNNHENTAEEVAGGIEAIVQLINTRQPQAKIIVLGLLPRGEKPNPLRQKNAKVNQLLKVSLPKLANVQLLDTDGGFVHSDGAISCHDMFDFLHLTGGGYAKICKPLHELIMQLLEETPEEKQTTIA
GSTO1 counter – inhibitors of recombinant GSTO1, primary screen, counter-screen for RBBP9 inhibitor project, biochemical, fluorescence polarization | Glutathione S-transferase omega-1 (Homo sapiens), P78417 | activity-based probe fluorescence polarization | inhibition, % at 5.96 µM | 300,000 tested, 1.1% active | AID 1974, 2009;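 active = inhibition above the campaign mean inhibition plus 3 SD, cut at about 35% in these data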;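 note: 0% = GSTO1-1 with DMSO and 100% = wells lacking GSTO1-1 enzyme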
PAFAH1B3 FP inh – PAFAH1B3 enzyme inhibitors, primary screen, biochemical, fluorescence polarization, human; AID 492972, 2010; inhibition, % at 3.39 µM; Platelet-activating factor acetylhydrolase IB subunit alpha1 (Homo sapiens), Q15102; 340,000 tested, 0.28% active; recombinant PAFAH1B3, FP-rhodamine probe;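 active = inhibition above the screen-wide average of all tested compounds plus 3 SD, cut at about 25% in these data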;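 note: 0% = enzyme with DMSO only and 100% = wells lacking PAFAH1B3 protein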
Fam108B counter – mouse Fam108B serine hydrolase inhibitors, primary screen, counter-screen for RBBP9 inhibitor project, biochemical, fluorescence polarization; recombinant Fam108B, FP-Rh probe fluorescence polarization; inhibition, % at 9.51 µM; 300,000 tested, 0.33% active; AID 1947, 2009;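 active = inhibition above the screen mean inhibition plus 3 SD, computed separately per campaign, cut at about 18% in these data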;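 note: inhibitors lower polarization as less probe binds the enzyme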
PAFAH2 inh – PAFAH2 enzyme inhibitors, primary screen, biochemical, fluorescence polarization, human. 340,000 tested, 0.99% active. recombinant PAFAH2, FP-rhodamine activity probe. AID 492956, 2010. inhibition, % at 3.39 µM;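 active = inhibition above the mean over all tested compounds plus 3 SD, cut at about 30% in these data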;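 note: inhibitors block probe labeling of enzyme so polarization drops; 0% = enzyme with DMSO and 100% = wells lacking PAFAH2 protein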
The depositor's hits bear a star; nt = no result given. These rows are one share of the data (hit frequency here may not be typical).

SMILES	PME-1 primary	LYPLA1 counter	PAD4 FP inh	pPAFAH FP inh	PAFAH1B2 inh	GSTO1 counter	PAFAH1B3 FP inh	Fam108B counter	PAFAH2 inh
COc1ccc(NCC(=O)n2c(C)c(C)c3ccccc32)cc1OC	-3	-2	2	3	2	3	7	3	11
CC1CC(=NNC(=O)C2COc3ccccc3O2)CC(C)(C)C1 (stereo not drawn)	nt	nt	2	3	6	nt	7	nt	3
COC(=O)C1=C(C)NC(C)=C(C(=O)OC)C1c1ccc(-c2cccc(Cl)c2Cl)o1	-20	-9	0	2	-1	-5	8	-14	-9
COc1ccc2c(c1)C1(Nc3ccccc3-c3nc4ccccc4n31)C(=O)N2 (stereo not drawn)	-2	-3	-3	2	8	-6	3	3	12
FC(F)(F)c1cccc(NC(=S)Nc2cccc(Cl)c2)c1	-2	-7	1	0	-4	4	1	-8	-11
COc1ccccc1NC(=O)NCCC1=CCCCC1	2	-3	0	-1	4	4	0	0	6
COc1cc(NC(=O)c2ccccc2)c(OC)cc1NC(=O)CN1CCN(c2ccccn2)CC1	9	0	-9	8	3	13	4	3	10
Cc1ccc(-c2nnc(SCC(=O)N3c4ccccc4NC(=O)C3(C)C)n2N)cc1	4	1	-4	-2	4	2	7	-4	7
COc1cc(CN2CCCC(C)C2)ccc1OCc1ccccc1 (stereo not drawn)	2	-2	0	3	4	-3	1	-3	5
COc1cc(/C=N/NC(=O)c2nnn(-c3nonc3N)c2C(C)C)ccc1OCc1ccc(F)cc1	-39	-23	0	-4	-5	-5	4	-32	-14
O=C(NC1CCCCC1)N1CCC(n2c(=O)[nH]c3ccccc32)CC1	-4	-2	4	6	7	1	-4	2	-7
CN(C)C=Nc1c(Br)cc(Br)c2nonc12	6	14*	-25	-4	2	6	7	12	-11
Cc1ccc(S(=O)(=O)N2CCN(CCOc3c(Cl)cccc3Cl)CC2)cc1C	-9	0	-2	-5	1	nt	2	nt	4
N=C(N)SCCc1cccc(CCSC(=N)N)c1	0	-2	0	5	0	4	2	0	-3
C/C(=C\C#N)n1nc(C)cc1N	0	-3	-2	-14	1	-5	-7	-3	2
O=C(Cc1cccs1)N1CCN(c2ccc(F)cc2)CC1	3	-2	-2	-1	3	4	10	-8	-2
CN(C(=O)/C=C/c1ccccc1)C1CCCCC1	0	1	5	2	nt	6	nt	-1	nt
COC(=O)c1ccc(/C(O)=C(\C#N)c2nc3ccccc3s2)cc1	12	0	-7	9	23	9	4	3	8
CC(=O)NC(Cc1ccccc1)C(=O)N1CCN(C(=O)c2cccs2)CC1 (stereo not drawn)	-4	4	1	4	5	-1	0	0	2
Cc1csc(NC(=O)c2cccc(S(=O)(=O)N3CCN(C)CC3)c2)n1	2	-2	-3	-3	7	-1	6	0	2
CCC(=O)c1ccc(OCC(O)Cn2c(C)nc3ccccc32)cc1 (stereo not drawn)	-5	4	-4	-3	3	-5	3	-3	-2
CN(Cc1c(F)cccc1Cl)S(=O)(=O)c1cccs1	4	4	0	-5	1	-1	6	1	-9
Cc1c(C(=O)OC(C)C)sc2nc[nH]c(=O)c12	2	-2	1	3	-4	1	10	6	5
O=C(c1cc2cc(Cl)ccc2[nH]1)N1CCN(c2ccccc2F)CC1	0	-4	-4	-1	0	5	7	-2	2
COc1ccc(-c2nnc(SC(C)C(=O)NNC(=O)c3ccc(C)cc3)o2)cc1 (stereo not drawn)	-8	-2	2	-6	-5	1	-1	2	5
O=c1c2ccccc2ncn1-c1cccc(Br)c1	0	0	2	6	4	-11	5	6	5
COc1ccc(CCNC(=O)COC(=O)c2ccco2)cc1OC	5	-1	-1	-2	2	-1	5	2	13
O=S(=O)(c1ccccc1F)N1CCN(Cc2nc3ccccc3[nH]2)CC1	-7	1	0	6	6	-6	4	0	-11
CCCSc1nsc(NC(=O)C(c2ccccc2)c2ccccc2)n1	-36	-25	-4	-10	-5	-17	0	-33	-13
O=C(NCCc1ccccc1)c1oc2ccccc2c1COc1ccccc1	-13	-16	-9	0	-4	-11	-4	-7	-12
O=C(CN1C(=O)S/C(=C\c2ccc(Cl)cc2)C1=O)NC1C=CS(=O)(=O)C1 (stereo not drawn)	1	-1	2	6	0	16	6	-2	8
COc1ccccc1N1CCN(S(=O)(=O)c2ccc3c(c2)n(C)c(=O)n3C)CC1	-4	0	-3	3	3	2	8	-1	1
CCCN1Cc2cccc(C(=O)Nc3ccc4c(c3)OCCO4)c2C1=O	3	2	3	-2	3	8	6	1	4
O=C(NCc1nnc(SCC(=O)N2CCC(Cc3ccccc3)CC2)o1)c1ccco1	3	0	0	5	3	1	-2	-2	8
Cn1cnc(C(=O)NCc2ccc(CNC(=O)OC(C)(C)C)cc2)c1C(=O)NCc1ccc(CNC(=O)OC(C)(C)C)cc1	nt	nt	4	-2	-8	nt	-17	nt	-10
CCCOc1ccccc1OCC(=O)Nc1ccc(S(=O)(=O)N2CCCCC2)cc1	-8	-8	0	2	-1	-7	5	-10	-2
O=C(NCCc1ccc(Cl)cc1Cl)C1=CC=CN2CCS(=O)(=O)N=C12	2	-3	0	3	10	nt	7	nt	11
COc1ccc(-c2noc(CCC(N)=O)n2)cc1OC	-6	2	-2	7	7	-5	3	-4	3
O=C(NCCS(=O)(=O)N1CCN(c2ccccc2)CC1)c1ccco1	2	-1	0	0	-3	2	5	1	2
C=CCN1C(=O)CN=C1Nc1cccc(C)c1	-2	0	0	1	2	-9	-1	-2	-1
C=C1CCN(c2ccc(C(=O)NCc3ccc(C)cc3)cc2[N+](=O)[O-])CC1	-5	-4	0	0	16	2	4	-7	10
CC1CCN(C(=O)CSc2nncn2-c2ccccn2)CC1	-9	0	-5	9	3	8	2	4	-3
c1ccc(OCCCn2nnc(-c3cccnc3)n2)cc1	0	-2	-4	4	3	-1	2	-1	3
NC(=O)CCn1c(C(=O)c2ccc(Cl)cc2)c2ccccc2[n+]1[O-]	-5	-3	-2	20	8	50*	5	7	-3
CCCCCc1cc(=O)oc2c(C(CCN3CCN(c4ccccc4)CC3)c3ccc(N(C)C)cc3)c(OC)cc(OC)c12 (stereo not drawn)	1	-2	-8	4	2	5	12	2	2
Cn1c(=O)[nH]c(=O)c2c1nc(N1CCCCCC1)n2CC(N)=O	3	-1	0	0	6	2	7	3	-6
CC(C)CC(=O)Nc1cc(C(F)(F)F)ccc1N1CCOCC1	2	-6	-5	-2	0	4	4	2	-1
O=S(=O)(NCC(O)c1ccccc1)c1cc(Cl)sc1Cl (stereo not drawn)	6	3	1	9	-2	-1	2	2	4
CCOC(=O)Nc1cc(OCC)c(NC(=O)C2CC2)cc1OCC	1	1	0	4	-1	3	5	2	-1
O=C(Nc1ccc(F)c(Cl)c1)c1ccc2c(c1)OCO2	-3	-1	2	3	0	-9	9	-1	1
New compounds follow
SMILES	PME-1 primary	LYPLA1 counter	PAD4 FP inh	pPAFAH FP inh	PAFAH1B2 inh	GSTO1 counter	PAFAH1B3 FP inh	Fam108B counter	PAFAH2 inh
Cc1cc(NCC2CCCCC2)nc2ccccc12	1	3	-4	2	10	-1	-9	-1	15
O=C(CN1C(=O)C2CC=CCC2C1=O)Nc1nnc(C2CC2)s1 (stereo not drawn)	-4	-2	-2	3	-6	nt	-1	nt	6
Cc1cc(C(=O)COc2ccccc2Cl)c(C)n1-c1ccc2c(c1)OCO2	0	-2	-3	3	2	1	0	1	-2
C=C(C)CSc1nc(N)cc(=O)[nH]1	-6	2	4	1	3	12	-1	0	-2
COc1ccccc1NC(=O)NNC(=O)c1ccc2c(c1)NC(=O)C(C)(C)O2	1	2	2	1	5	2	-8	-2	8
Cc1sc2nc(CN(Cc3cccs3)C(=O)NC3CCCCC3)[nH]c(=O)c2c1C	-2	-4	-4	4	6	-2	9	-5	3
OCCc1ccccc1	0	-1	-2	-3	nt	3	nt	0	nt
Cc1cccc(NC(=O)CSc2nnc(-c3ccco3)o2)c1C	0	-2	-4	3	0	3	9	-2	-1
COc1ccc(NC(=O)c2cc3n(n2)C(C(F)(F)F)CC(c2ccco2)N3)cc1 (stereo not drawn)	-1	-4	-1	23	-1	3	4	2	6
CCOC(=O)NC(c1cccc(Cl)c1)C1CCCCCC1=O (stereo not drawn)	-3	-2	1	-2	-3	0	2	2	-7
Cc1cc(C)c(NC(=O)CN)c(C)c1	0	2	2	-2	1	-2	7	-3	-3
O=[N+]([O-])c1ccc(Nc2ccccc2F)nc1	2	0	-10	-1	2	3	-7	-5	4
CC1CCCC(N2CCN(C(=O)c3cccc(F)c3)CC2)C1 (stereo not drawn)	3	3	-6	-1	6	-5	9	3	11
FC(F)(F)c1ccc(C2[C@H]3CN(Cc4ccc(-c5ccccc5)cc4)[C@H](c4ccccc4)C34CC2(c2cccnc2)C4)cc1 (stereo partly drawn)	-2	1	-4	-3	nt	-2	nt	-4	nt
C[C@H](CO)N1C[C@H](C)[C@@H](CN(C)Cc2ccccc2)Oc2c(NS(=O)(=O)c3ccc(F)cc3)cccc2C1=O	nt	nt	-7	2	-3	nt	7	nt	5
CC(CNC(=O)c1ccc(C(C)(C)C)cc1)CN(C)C (stereo not drawn)	-4	2	-10	-6	7	1	-3	-4	-6
CCOc1ccc(-n2c(SC)nc3c(c2=O)SCC3)cc1	0	1	0	3	1	2	-2	3	2
O=c1[nH]c2ccccc2n1CCCOc1ccccc1	-5	-2	-5	4	5	-5	7	0	10
COc1ccc(/C=C/C(=O)Nc2cccnc2Cl)cc1	-12	1	3	-2	7	-2	16	-2	4
COc1ccc(CCN(CC(=O)NC2CCCC2)C(=O)CCC(=O)Nc2cc(C)on2)cc1OC	-9	4	-6	3	1	-9	6	-4	-1
O=c1ccc(-c2ccc(S(=O)(=O)Nc3ccccc3)o2)n[nH]1	-2	0	1	9	1	-6	5	2	6
CN1CC(=O)N(CC(=O)N2CCC(Cc3ccccc3)CC2)C1=O	3	-1	-3	1	7	-3	2	-2	-2
O=C(CCc1nnc(CCC2CCCCC2)o1)NCCn1cccn1	8	4	-2	-6	4	-3	2	-2	-2
O=S(=O)(NCCc1ccccc1)c1cccs1	-3	-1	-2	5	7	-1	-6	-2	-3
Cn1cc(S(=O)(=O)N2CCc3ccccc32)cc1C(=O)NC1CCCCC1	-2	-1	4	-1	-1	-2	5	0	-1
COc1ccc(-c2noc(-c3ccccc3C(=O)Nc3cccnc3)n2)cc1OC	3	-7	0	0	-2	0	6	3	2
CCOc1ccc(NC(=O)CSc2n[nH]c(=O)n2-c2ccccc2)cc1	-2	1	4	7	3	3	1	0	1
Cc1ccccc1NC(=S)NC1CC2CCC(C1)N2Cc1ccco1 (stereo not drawn)	-9	-6	-2	1	-1	7	1	-9	-1
